Screens from PubChem BioAssay.
STAT1 inh: STAT1 signaling inhibition | NIH 3T3 STAT1-luciferase reporter, IFN-gamma, luminescence | inhibition, % at 5.5 µM | 200,000 tested, 0.35% active;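 active = inhibition above a set limit, the mean inhibition across all tested compounds plus 3 SD, cut at about 34% in these data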;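 note: 0% = IFN-gamma with DMSO and 100% = IFN-gamma with 300 µM nifuroxazide; values of inactives mirror those of a sister screen read the other way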
STAT3 blocker: reduces IL-6 driven STAT3 reporter signal | U3A cells, IL-6 STAT3-luciferase reporter, luminescence; host cell line lacks STAT1 | inhibition, % at 5.5 µM | 190,000 tested, 0.89% active | AID 862;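 active = inhibition above the mean inhibition across all screened compounds plus 3 SD, cut at about 44% in these data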;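 note: 0% = DMSO only wells and 100% = 100 µM nifuroxazide control wells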
APP 5'UTR act: APP 5'UTR luciferase reporter activation; activation, % at 2 µM; 190,000 tested, 1% active; SH-SY5Y APP 5'UTR luciferase reporter, luminescence; zero percent = DMSO vehicle wells;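 active = activation above a set limit, based on mean plus 3 SD of controls, cut at about 140% in these data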; note: values of inactives mirror those of a sister screen read the other way
FLuc inhib CS: Photinus pyralis luciferase inhibition counter-screen. P08659. ATPLite firefly luciferase biochemical luminescence, 10 min. inhibition, % at 10 µM. 200,000 tested, 1.5% active;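 active = inhibition above about 50% when tested at 10 µM, limit read from the data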
Target sequence (P08659 whole entry, looked up): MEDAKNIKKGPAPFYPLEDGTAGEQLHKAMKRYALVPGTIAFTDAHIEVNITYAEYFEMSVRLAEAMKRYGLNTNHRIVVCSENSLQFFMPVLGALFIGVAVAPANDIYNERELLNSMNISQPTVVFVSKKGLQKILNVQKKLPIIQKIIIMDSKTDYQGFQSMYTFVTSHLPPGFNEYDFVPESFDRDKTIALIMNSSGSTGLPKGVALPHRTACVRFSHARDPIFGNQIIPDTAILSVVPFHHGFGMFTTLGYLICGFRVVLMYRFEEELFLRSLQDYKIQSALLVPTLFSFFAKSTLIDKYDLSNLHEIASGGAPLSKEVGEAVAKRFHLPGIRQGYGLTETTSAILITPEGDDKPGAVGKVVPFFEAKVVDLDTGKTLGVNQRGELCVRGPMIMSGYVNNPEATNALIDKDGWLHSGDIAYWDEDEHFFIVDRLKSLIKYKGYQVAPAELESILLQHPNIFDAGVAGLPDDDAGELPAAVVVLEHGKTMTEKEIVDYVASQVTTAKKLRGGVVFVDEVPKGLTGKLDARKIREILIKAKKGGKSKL
STAT1 activator: increases IFN-gamma driven STAT1 reporter signal | NIH 3T3 STAT1-luciferase reporter, luminescence; 100% = IFN-gamma alone, no compound | activation (% of control), % at 5.5 µM | 200,000 tested, 2.6% active;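 active = activation above the screen-wide mean activation plus 3 SD, cut at about 130% in these data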;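 note: raw ratio to IFN-gamma control signal so 100% means no change and 0% no light; values of inactives mirror those of a sister screen read the other way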
NF-kB expr up: NF-kB expression increase, human neuronal cells. NF-kB reporter expression; stronger effect = higher value. AID 1239. fold change at 12.5 µM. 190,000 tested, 1.6% active; in the data active = fold change above about 3.3
RAM network inh: inhibitors of the yeast RAM network; AID 868; 190,000 tested, 1.8% active; S. cerevisiae dse1pr::URA3 reporter, 5-FOA growth OD615, 2 d; analog-sensitive cbk1-as2 kinase mutant strain; inhibition, % at 50 µM;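 active = inhibition above a set limit, 3 SD over mean compound inhibition, cut at about 8.4% in these data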;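 note: 0% = DMSO-only wells with no growth and 100% = 10 µM 1-NA-PP1 full growth; inhibition rescues growth on 5-FOA so higher OD means more RAM inhibition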
STAT3 act: STAT3 signaling activation | U3A cells, IL-6 STAT3-luciferase reporter, luminescence; 100% = signal with IL-6 EC80 alone | activation (% of control), % at 5.6 µM | 190,000 tested, 0.91% active | AID 871;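 active = activation above the screen-wide mean of compound activation plus 3 SD, cut at about 130% in these data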;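 note: 0% = background luminescence of wells with medium and substrate only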
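System – human U3A cells carrying STAT3-luciferase construct · Probe or stimulus – Interleukin-6, 33 ng/mL · Schedule – compound 1 h, then IL-6 6 h at 37 °C · Signal – luminescence from STAT3-driven luciferase reporter · Evaluation – percent of IL-6-only median luminescence · Benchmarks – IL-6-only high control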
Hsp70 activator: switches on Hsp70 transcription. 200,000 tested, 0.04% active. activation, % at 10 µM. HeLa Hsp70 promoter luciferase reporter, luminescence; scaled: vehicle 0, proteasome-inhibitor control 100%;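 active = activation above the mean across all tested compounds plus 3 SD, cutoff set per campaign, cut at about 5.5% in these data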;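 note: 100% = MG132 at 30 µM as the positive control and 0% = DMSO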
APP transl inh: APP translation inhibition; inhibition, % at 2 µM; 190,000 tested, 0.82% active; SH-SY5Y APP 5'UTR-luciferase reporter, luminescence;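 active = inhibition above a set limit, derived from the sample mean plus 3 SD, cut at about 45% in these data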; note: values of inactives mirror those of a sister screen read the other way
The depositor's hits bear a star; . = not tested or not shown.

SMILES	STAT1 inh	STAT3 blocker	APP 5'UTR act	FLuc inhib CS	STAT1 activator	NF-kB expr up	RAM network inh	STAT3 act	Hsp70 activator	APP transl inh
Cc1ccc(NC2=NCC(=O)N2C2CCCC2)cc1	0	0	1	-9	101	1.2	-0.5	102	-0.4	-1
Cc1ccc(C)c(-n2c(Cc3cc(=O)[nH]c(=O)[nH]3)nnc2SC(C)C)c1	8	-6	-11	-7	93	1	-0.6	108	0.1	11
CC(=O)N(C(C)=O)c1c(N2CCOCC2)c2ccccc2oc1=O	-4	6	-5	-8	103	1.2	1.0	99	-0.2	5
Cc1cc2ncn(/N=C/c3ccc4c(c3)OCO4)c2cc1C	-29	20	13	8	125	0.69	2.0	85	0.0	-13
Cc1ccc2c(c1)[C@@H]1CN(C)CC[C@@H]1N2S(=O)(=O)c1ccc([N+](=O)[O-])cc1	4	8	23	2	96	0.94	1.5	97	-0.1	-23
CCOC(=O)N1CCN(c2cc(=O)n(Cc3ccc(F)cc3)c(=O)[nH]2)CC1	0	6	9	-9	100	1.3	4.8	98	0.7	-8
O=C(O)CC1S/C(=N\N=C2CCCCCCC2)N(c2ccccc2)C1=O (stereo not drawn)	2	3	15	-11	95	1.2	-0.1	102	0.1	-15
CCn1c(Cc2c(C)[nH]c3ccccc23)nnc1SCC(=O)NCc1ccco1	0	-11	6	-7	100	1.1	-0.9	110	-0.2	-6
COc1ccc(C(=O)NC2CCN(C(=S)Nc3cc(C)ccc3C)CC2)cc1	0	0	-11	-9	100	0.87	4.2	102	-0.2	11
CC(c1nc2ccccc2o1)N1C(=O)c2ccccc2C1=O (stereo not drawn)	3	-1	64	-9	99	0.96	2.6	104	-0.1	-64
CCOC(=O)c1c(-c2ccccc2)csc1NC(=O)COc1ccc2c(C)cc(=O)oc2c1	10	-6	7	-2	93	1.2	3.1	102	-0.4	-7
CCO[C@H]1OC(C(=O)NCc2ccccc2)=C[C@@H](C)[C@@H]1CCCO	4	.	7	1	98	1	1.2	.	0.5	-7
Cn1nnnc1SCC(=O)Nc1nn(-c2ccccc2)nc1C(N)=O	5	16	10	2	96	0.94	0.3	93	-0.1	-10
CCO[C@@H]1OC(C(=O)O)=C[C@H](C2CCCCC2)[C@H]1CCCO	-6	.	14	-5	107	0.97	0.6	.	0.1	-14
S=c1nccc(-c2cc(Cl)sc2Cl)[nH]1	12	12	-6	-1	90	0.99	5.0	92	-0.2	6
CNS(=O)(=O)c1ccc(N2CCCC2)c([N+](=O)[O-])c1	0	1	23	-2	100	1	2.2	99	-0.1	-23
COc1ccc(C(NC(=O)c2cccnc2)c2cc(Cl)c3cccnc3c2O)cc1OC (stereo not drawn)	-1	0	-74	-5	101	1.3	2.1	100	-0.4	74*
CC(C)(CO)CNC(=O)CCc1nnc(CCCc2ccccc2)o1	-6	-3	9	-2	106	1.6	-0.3	108	-0.1	-9
O=C(CSc1nc2cc(S(=O)(=O)N3CCOCC3)ccc2o1)Nc1c(F)cccc1F	8	-1	15	0	92	1.1	7.2	102	0.0	-16
O=C1NN(c2ccc(Cl)c(Cl)c2)C(=O)/C1=C/c1cccc(OC(=O)c2cccs2)c1	2	-23	13	-14	99	1.2	3.0	116	-0.3	-13
C=CCn1c(C)c(C(C)=O)c(N2CCN(C(c3ccccc3)c3ccccc3)CC2)nc1=S	-5	12	-8	-5	107	0.56	1.9	94	-0.3	8
O=C(Nc1cccc(S(=O)(=O)N2CCCCC2)c1)C1CC(=O)N(Cc2ccco2)C1 (stereo not drawn)	-6	-4	-19	-1	104	0.88	0.7	104	-0.3	18
Cc1cccc(-n2c(N)cc(=O)nc2SCC(=O)NC2CCCCC2)c1	13	1	5	-19	88	0.98	0.0	99	-0.3	-6
CCOc1ccc(Nc2cc(C)nc3nc(C)nn23)cc1	-2	10	8	-6	102	0.99	0.1	91	-0.1	-8
NC(=O)NC(=O)CC1S/C(=N/N=C/c2ccccc2)NC1=O (stereo not drawn)	3	2	4	-6	96	1.1	1.0	105	-0.1	-4
O=C(Nc1ccon1)c1ccc(Br)o1	6	7	13	-7	95	1.1	0.6	93	-0.6	-13
COCCNC(=O)c1cc2c(-c3ccccc3F)nn(C)c2s1	-2	15	32	-6	100	1.2	1.3	91	0.1	-32
COc1ccc(-n2c(NCCN(C)C)nc3sc4c(c3c2=O)CCCCC4)cc1	-1	-6	4	-2	105	0.97	0.0	106	-0.2	-4
C=CCNC(=O)COc1ccc(N(C)S(=O)(=O)c2ccc(NC(C)=O)cc2)cc1	-7	0	-4	-7	107	0.91	-0.2	100	-0.1	4
CCOc1ccc(C2CC(=O)NC(SC)=C2C#N)cc1 (stereo not drawn)	2	7	-12	-4	98	0.97	1.5	102	-0.1	12
COc1ccc(OCC(O)Cn2ccnc2C)cc1 (stereo not drawn)	-3	12	12	-6	103	1	2.5	91	-0.3	-12
CS(=O)(=O)N1CCN(c2ccc(NC(=S)NC(=O)c3ccc4c(c3)OCO4)cc2)CC1	1	7	23	-6	99	1.1	7.9	94	0.0	-23
CCN(C(=O)CSc1nc2ccccc2c(=O)n1CCOC)C1CCS(=O)(=O)C1 (stereo not drawn)	-1	-2	-10	-7	102	1.1	0.0	102	0.0	10
Cc1cc(NC(=O)CCC(=O)N(c2ccccc2)C(C(=O)NC2CCCC2)c2ccncc2)no1 (stereo not drawn)	8	5	1	-7	92	1.1	0.9	99	-0.1	-1
CCOCC(=O)Nc1cc(C(=O)Nc2ccc(F)cc2)ccc1Cl	-17	7	-2	8	114	1.6	1.0	97	-0.3	2
COc1ccc(OC)c(NC(=O)C2CCN(S(=O)(=O)c3c(C)noc3C)CC2)c1	1	1	9	0	99	0.89	1.5	105	-0.1	-9
Cc1cccn2c(=O)c3cc(C(=O)N4c5ccccc5CC4C)n(C)c3nc12 (stereo not drawn)	5	20	1	-2	95	0.98	-0.5	88	-0.2	-1
O=C1CC(Sc2ncccn2)C(=O)N1c1ccccc1C(F)(F)F (stereo not drawn)	2	3	-10	-6	98	0.96	0.6	101	-0.3	10
O=C(CSCCO)Nc1cccc2ccccc12	0	-15	10	-4	100	1.1	0.7	111	0.5	-10
Nc1nnnn1/N=C/c1cc(Cl)cc(Cl)c1OCc1ccc(Cl)cc1Cl	-3	-13	7	-2	103	1.1	1.9	111	-0.1	-7
CCNC(=S)NNC(=O)c1csc2ccccc12	-1	16	17	-8	101	1.7	0.1	89	-0.1	-17
O=C(NCCCCNC(=O)c1ccc(Br)s1)c1ccc(Br)s1	-2	0	4	-7	102	1.2	6.8	98	-0.3	-4
CCN1CCCC1CN(Cc1cc2ccc(C)cc2[nH]c1=O)C(=S)Nc1ccccc1OC (stereo not drawn)	-6	-6	4	1	105	0.98	1.2	109	-0.1	-4
O=c1oc2c3c4c(cc2s1)CCCN4CCC3	-1	1	3	-3	103	1.3	0.3	100	-0.5	-3
COc1cc(CCNc2ccc3nnc(-c4ccccc4)n3n2)cc(OC)c1OC	9	22	-5	-2	91	0.47	0.4	81	0.1	5
CC(C)c1ccc(/C=N/NC(=O)CC(=O)NC2CCCCC2)cc1	-4	-5	11	-2	102	1.1	3.0	108	-0.5	-11
c1ccc(Cn2ccc(-c3cnc(-c4ccccc4)s3)n2)cc1	-45	23	125	44	142*	6.8*	1.9	86	-0.1	-125
CCCCN1C2=NCCCN2c2cc(C)c(C)cc21	20	15	2	-7	82	0.61	-0.3	92	-0.2	-2

Brought forward from above: two compounds, followed by the next part.
SMILES	STAT1 inh	STAT3 blocker	APP 5'UTR act	FLuc inhib CS	STAT1 activator	NF-kB expr up	RAM network inh	STAT3 act	Hsp70 activator	APP transl inh
c1ccc(Cn2ccc(-c3cnc(-c4ccccc4)s3)n2)cc1	-45	23	125	44	142*	6.8*	1.9	86	-0.1	-125
CCCCN1C2=NCCCN2c2cc(C)c(C)cc21	20	15	2	-7	82	0.61	-0.3	92	-0.2	-2
Cn1nc(CC(=O)N2CCN(c3ccccc3)CC2)c2ccccc2c1=O	16	4	20	2	85	1.1	1.2	100	0.2	-20
O=C(Oc1cccnc1)c1cc(S(=O)(=O)N2CCCCC2)ccc1Cl	0	-5	.	-12	98	1.6	4.0	104	-0.3	.
COc1ccc(OC)c(CNC(=O)CCCc2cn(C)c3ccccc23)c1	4	-16	20	-5	96	1	0.3	114	0.0	-20
Cc1ccc(/C=c2/sc3nnc(-c4ccccc4Cl)n3c2=O)o1	2	5	20	6	98	0.89	1.3	97	-0.2	-20
COc1ccc(-c2cc(C(=O)Nc3ccccc3O)c3ccccc3n2)cc1OC	-20	16	-10	-2	116	0.57	0.5	89	-0.2	10
CCN(CC)CCNc1nc(-c2ccc(OC(F)F)cc2)c(C)s1	3	-4	2	-3	96	0.94	0.9	105	-0.4	-2
O=C(Nc1ccc2c(c1)OCCO2)NC1(C(F)(F)F)Oc2ccccc2O1	-7	8	-1	-1	106	1.6	1.4	101	0.1	1
O=C(COc1ccc(C(=O)Nc2ccc(Cl)cc2)cc1)NCc1ccccc1	8	-5	-3	-4	93	1	3.4	108	-0.3	3
O=[N+]([O-])c1ccccc1/C=C/C=N/n1c(-c2ccc(Cl)cc2)n[nH]c1=S	-2	3	-11	-11	101	0.79	2.0	102	-0.3	11
Cc1ccc(Sc2ncnc3onc(C)c23)c(C)c1	-9	10	-5	-6	107	1.2	1.6	100	-0.3	5
COC(=O)[C@H](CCSC)NC(=O)Nc1ccc(C(C)C)cc1	-1	4	30	-4	101	1.5	-0.7	98	0.1	-30
O=[N+]([O-])c1cccc(/C=N/Nc2nc(N3CCOCC3)nc(N3CCOCC3)n2)c1	1	-15	1	-3	99	1.1	4.4	111	-0.4	-1
O=C(NCCC1=CCCCC1)C1CCN(S(=O)(=O)N2CCOCC2)CC1	-4	8	-3	-9	103	1.4	-0.7	95	-0.3	3
CCOC(=O)c1c(C)[nH]c(N=Nc2ccc(C)cc2C)c1C	-25	3	19	1	122	2.1	5.9	101	-0.2	-19
COc1ccc(NC(=O)CSc2nnc(-c3ccccc3C)n2N)cc1OC	-3	0	-1	-7	103	1.2	1.1	105	0.1	1
O=C(NC1CCCCCCC1)C1CCN(c2nc3ccccc3o2)CC1	2	6	-7	4	98	0.89	1.9	94	-0.6	8
O=C(NC(c1ccccc1)c1ccccc1)N1CCOCC1	6	10	-14	-8	93	1.1	2.2	98	-0.4	14
CN(C)CCCNCCCNC(=O)/C=N/O	-5	-4	-12	-7	105	1.4	-1.0	108	-0.2	12
CCOC(=O)C1CCN(S(=O)(=O)c2cc(Br)cc3c2N(C(=O)C2CC2)CC3)CC1	3	5	42	-5	96	0.85	3.5	101	-0.3	-42
Cc1ccc(NCCC(=O)c2cccs2)cc1Cl	-11	-21	-5	-1	110	2	0.7	123	-0.2	5
Cc1ccc(O)c(NC(=O)c2cc([N+](=O)[O-])ccc2Cl)c1	-3	-22	14	-4	101	1.1	1.4	126	-0.1	-14
CCOC(=O)c1sc(=NC(=O)c2cccs2)n(C)c1C	-36	-24	141*	47	133*	5.4*	5.3	128	0.1	-141

The order is random. About 7.7% of those tested had a hit in this group.
